IMPase inh = qHTS Assay for Identifying the Cell-Membrane Permeable IMPase Inhibitors; Inositol monophosphatase 1 (Rattus norvegicus), P97697; CHO-M1 cells, IP1 accumulation, HTRF TR-FRET ratio; inhibition (IP1 accumulation), % at 46.1 µM; 120,000 tested, under 10 active; AID 901, 2007; active = well fitted curve in the direction sought with a large enough effect in the signal ratio, not every such curve was filed as active; inconclusive = small, poorly fitted or top-dose-only effect, or a change in a side signal; inactive = no such curve, though single readings can be large or run the other way; the % refers to the signal ratio;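 also: cells stimulated with carbachol in lithium chloride buffer; plate controls were DMSO basal wells for no effect and reference inhibitor wells for full effect; higher means more IMPase inhibition seen as more IP1 and lower FRET ratio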
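Elevated IP1 in lysates lowers TR-FRET signal (665/620 ratio and 620 channel reported). Cells were CHO-M1, given carbachol (50 uM as added) plus 50mM LiCl, pH 7.4, 30 min, 37C; compounds titrated up to 46 uM; AC50 by Hill equation.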
12-hLO inh = qHTS Assay for Inhibitors of 12-hLO (12-human lipoxygenase). 150,000 tested, 0.12% active. Potency, µM (highest dose often 57.1 µM), for the others: at the top dose activity change, negative = inhibition, most hits filed as inhibitors. purified 12-hLO, xylenol orange hydroperoxide absorbance. Polyunsaturated fatty acid lipoxygenase ALOX12 (Homo sapiens), P18054; also: potency is read from the fitted curve at half-maximal effect; nearly all actives have a fitted effect of over 55% in size; many of its hits are not listed in these tables
Target sequence (P18054 whole entry, looked up): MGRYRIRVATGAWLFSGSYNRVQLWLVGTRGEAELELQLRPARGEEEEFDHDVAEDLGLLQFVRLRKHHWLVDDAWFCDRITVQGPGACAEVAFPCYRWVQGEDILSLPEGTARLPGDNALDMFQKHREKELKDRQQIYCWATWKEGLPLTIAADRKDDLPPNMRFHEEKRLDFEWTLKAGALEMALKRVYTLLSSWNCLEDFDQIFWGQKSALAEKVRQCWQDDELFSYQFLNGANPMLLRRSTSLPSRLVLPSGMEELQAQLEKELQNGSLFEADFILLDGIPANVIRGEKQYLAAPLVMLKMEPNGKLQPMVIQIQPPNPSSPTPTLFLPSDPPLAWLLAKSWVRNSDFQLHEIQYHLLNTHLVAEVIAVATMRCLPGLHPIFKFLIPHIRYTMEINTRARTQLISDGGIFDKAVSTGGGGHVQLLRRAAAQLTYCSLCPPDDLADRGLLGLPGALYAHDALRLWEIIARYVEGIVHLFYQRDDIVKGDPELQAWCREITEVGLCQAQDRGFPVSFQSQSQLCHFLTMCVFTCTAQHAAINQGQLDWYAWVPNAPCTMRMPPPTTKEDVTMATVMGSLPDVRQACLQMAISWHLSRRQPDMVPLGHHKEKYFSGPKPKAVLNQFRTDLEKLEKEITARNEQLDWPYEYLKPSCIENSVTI
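Xylenol orange chromogenic assay: hydroperoxide from 12hLO oxidises Fe(II), giving red-shifted Fe(III)-XO absorbance. Conditions: 150 nM enzyme, 40 uM arachidonic acid, 25 mM Hepes pH 7.0, 0.01% Triton X-100, 30 min, room temperature.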
PNC assembly inh = High Content Assay for Compounds that inhibit the Assembly of the Perinucleolar Compartment. PC3M PTB-GFP, PNC prevalence imaging, 16 h; active compounds read low. activity change (PNC), negative = inhibition, % at 10 µM. 140,000 tested, 3.1% active;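 active = readout at or below -70, meaning at least 70% loss of cells showing the perinucleolar compartment, a nuclear body marking cancer cells; inconclusive = readout between -30 and a set limit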;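 also: plate controls were DMSO wells for no effect and camptothecin positive control wells for full effect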
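PC3M cells stably expressing PTB-GFP, 750–1000 cells/well, treated 16 h at 37 °C with compound (23 nl of library stock), in duplicate. After paraformaldehyde fixation and Hoechst stain, imaged at 20x; PNC prevalence scored by image analysis.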
ALOX15B inhib = qHTS Assay for Inhibitors of 15-hLO-2 (15-human lipoxygenase 2); Polyunsaturated fatty acid lipoxygenase ALOX15B (Homo sapiens), O15296; purified 15hLO-2, xylenol orange hydroperoxide absorbance; Potency, µM (series often up to 57.1 µM), inactives show at the highest dose activity change, negative = inhibition, hits mostly inhibitors; 110,000 tested, 0.56% active; AID 881, 2007; also: potency is read from the fitted curve at half-maximal effect; nearly all actives have a fitted effect of over 60% in size; many of its hits are not listed in these tables
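Purified human 15hLO-2 (50 nM) preincubated 15 min with compound, then 45 uM arachidonic acid for 90 min at RT in 25 mM Hepes pH 7.5, 0.01% Triton X-100. Hydroperoxide detected by Fe-xylenol orange; 573/405 nm absorbance ratio.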
The depositor's hits bear a star; ? = inconclusive; . = not tested or not shown; & = joins results of further samples; [ ] = another dose, or the depositor's remark. Unless noted, calls follow the shape of the dose curve; as a rule, active = well fitted curve in the direction sought with a large enough effect; inconclusive = small, poorly fitted or top-dose-only effect, or another doubt; inactive = no such curve, though single readings can be large; an effect the other way counts as inactive or inconclusive. Unless noted, % is scaled to controls: 0 for no effect and ±100 for the full control effect.

1. COC(=O)c1ccc(CS(=O)(=O)c2ccccc2C)o1
2. CCn1nnnc1SCC(=O)Nc1cccc(C)n1
3. C=CCN(C(=O)COc1ccccc1)c1nnc(-c2ccncc2)s1
4. COc1cccc(Nc2ncc3nc(CCc4ccccc4)c(=O)n(C4CC4)c3n2)c1
5. COc1ccccc1NC(=O)c1cc(Cl)ccc1NC(=O)c1ccco1
6. O=C(O)c1ccccc1NC(=O)C1CCCO1 (stereo not drawn)
7. COc1cccc(C2C3CN(C)CC=C3C(C#N)=C(N)C2(C#N)C#N)c1OC (stereo not drawn)
8. Cc1ccc(-c2csc(N3CCC(C(N)=O)(N4CCCCC4)CC3)n2)cc1
9. CCOC(=O)c1c(NC(=O)CSc2nnc(CNC(=O)c3ccco3)n2C)sc2c1CCC2
10. Cn1c(SCCCC(=O)c2ccc(F)cc2)nnc1-c1ccncc1

compound no.	1	2	3	4	5	6	7	8	9	10
IMPase inh	15	-1	?	.	0	10	-5	3	1	4
12-hLO inh	?	1%	-9%	0%	-5%	-5%	0%	-1%	-3%	1%
PNC assembly inh	10	9	4	.	22	25	?	?	30	?
ALOX15B inhib	?	-3%	-4%	-8%	-1%	11%	-2%	5%	-2%	-6%

Reformatted: 2 of the compounds above.
Under each structure: IMPase inh, 12-hLO inh, PNC assembly inh, ALOX15B inhib
#2 CCn1nnnc1SCC(=O)Nc1cccc(C)n1
→ -1, 1%, 9, -3%
#8 Cc1ccc(-c2csc(N3CCC(C(N)=O)(N4CCCCC4)CC3)n2)cc1
→ 3, -1%, ?, 5%

Additional entries
11. COc1ccccc1CNC(=O)C1CC(c2cccc([N+](=O)[O-])c2)=NO1 (stereo not drawn)
12. CCn1c(COc2ccccc2)nnc1SCC(=O)CC(=O)Nc1ccccc1OC
13. COC(=O)c1[nH]c2cc(OC)ccc2c1NC(=O)CCN1CCSCC1
14. CCn1cc(C(=O)N2CCN(C3CCCCC3)CC2)c2cc(OC)c(OC)cc2c1=O
15. CC(=O)Nc1ccc(S(=O)(=O)NCC(=O)OCC(=O)NC23CC4CC(CC(C4)C2)C3)cc1
16. CN1CCc2cccc3c2[C@H]1Cc1ccc(O)c(O)c1-3
17. Cc1cc(/C=N/NC(=O)c2cccs2)c(C)n1-c1ccccc1
18. COC(=O)NCCOc1nc(N(C)C)nc(N(C)C)n1
19. O=C(NCCCN1CCOCC1)c1ccc(Sc2cccc(Cl)c2)c([N+](=O)[O-])c1
20. CCCc1ccc(-c2c(C)sc(N)c2C#N)cc1

compound no.	11	12	13	14	15	16	17	18	19	20
IMPase inh	1	0	0	-3	.	3	0	2	.	1
12-hLO inh	-5%	-6%	0%	-3%	-3%	-21%&-14%	-4%	0%	-1%	-13%
PNC assembly inh	?	12	24	5	53	-25	-1	47	-29	-7
ALOX15B inhib	-8%	9%	9%	3%	.	?	-24%	4%	.	-12%

Reprinted from the part before: 4 entries, followed by the next part.
17. Cc1cc(/C=N/NC(=O)c2cccs2)c(C)n1-c1ccccc1
18. COC(=O)NCCOc1nc(N(C)C)nc(N(C)C)n1
19. O=C(NCCCN1CCOCC1)c1ccc(Sc2cccc(Cl)c2)c([N+](=O)[O-])c1
20. CCCc1ccc(-c2c(C)sc(N)c2C#N)cc1
21. Cc1cc(C#N)c(C)n1-c1cc(S(=O)(=O)N2CCOCC2)ccc1N1CCCC1
22. CN(C)CCNC(=O)/C(=C/c1ccc(-c2ccc(Cl)cc2Cl)o1)NC(=O)c1ccccc1
23. COc1cccc(-c2cc(C(=O)N3CCCc4ccccc43)no2)c1
24. CCCCCCN(C(=O)CCCCCN1C(=O)NC(c2ccc(-c3ccccc3)cc2)C(C(=O)OCc2ccccc2)=C1C)C(C(=O)NCCCC)c1ccc(OCC(=O)O)c(C(=O)O)c1 (stereo not drawn)
25. Cc1occc1C(=O)Nc1cccc(C(=O)O)c1
26. Cn1cnnc1SCC(=O)c1ccc2c(c1)CCCC2
27. CC1(C(=O)CSc2nc3ccccc3[nH]2)CCC(=O)O1 (stereo not drawn)
28. NC(=O)C[C@H](N)C(N)=O
29. CC(C)CNC(=O)C(=O)Nc1ccc(N(C)C)cc1
30. N#CC(c1cccc(Cl)c1)c1ncc(C(F)(F)F)cc1Cl (stereo not drawn)

compound no.	17	18	19	20	21	22	23	24	25	26	27	28	29	30
IMPase inh	0	2	.	1	24	.	9	.	-2	6	-2	.	.	0
12-hLO inh	-4%	0%	-1%	-13%	-7%	12%	-1%	-2%	1%	-11%	4%	2%[11.4 µM]	-4%	6%
PNC assembly inh	-1	47	-29	-7	-27	16	32	.	1	17	-100*	.	-17	17
ALOX15B inhib	-24%	4%	.	-12%	?	.	2%	?	-1%	-3%	.	2%[11.4 µM]	.	.

Entries listed so far printed as active in PNC assembly inh:
27. CC1(C(=O)CSc2nc3ccccc3[nH]2)CCC(=O)O1 (stereo not drawn)

compound no.	27
IMPase inh	-2
12-hLO inh	4%
PNC assembly inh	-100*
ALOX15B inhib	.

Returning to the listing; the 2 compounds before the break are reprinted first.
29. CC(C)CNC(=O)C(=O)Nc1ccc(N(C)C)cc1
30. N#CC(c1cccc(Cl)c1)c1ncc(C(F)(F)F)cc1Cl (stereo not drawn)
31. O=C(CCCN1CCN(c2ccccn2)CC1)c1ccc(F)cc1
32. Cc1c2c(nc3ccccc13)OCC2
33. O=C(O)CCc1ccc(-c2cccs2)n1NC(=O)c1ccc(O)cc1
34. O=C(Cc1cc(=O)[nH][nH]1)N/N=C/c1ccccc1Cl
35. c1ccc(CNc2ncnc3nc[nH]c23)cc1
36. CN(Cc1cccs1)C(=O)COc1ccc(-c2nnco2)cc1
37. O=C(NCc1ccco1)c1ccc2c(=O)n(-c3ccccc3)c(=O)n(Cc3cccc(F)c3)c2c1
38. O=C1N[C@@H](Cc2cnc[nH]2)C(=O)N2CCC[C@@H]12
39. COC(=O)Cc1c(C)nc2nc(NCc3ccc(Cl)cc3)[nH]n2c1=O
40. CN1CCN(CC(=O)Nc2ccc(Oc3ccccc3)cc2)CC1

compound no.	29	30	31	32	33	34	35	36	37	38	39	40
IMPase inh	.	0	4[20.6 µM]	.	5	15	-5	-7	.	.	-6	?
12-hLO inh	-4%	6%	2%	6%&-1%	-8%	-4%	5%	-5%	2%	-3%	3%	4%
PNC assembly inh	-17	17	.	-9	?	111	-8	-30	16	-1	?	13
ALOX15B inhib	.	.	37%[activator]	-11%	-10%	.	7%	-5%	.	.	14%	34%[activator]

41. CN(CCCNC(=O)c1cccn2c(=O)c3ccccc3nc12)Cc1ccccc1
42. CC(C)=CCl
43. CC(=O)O[C@H]1C(=O)[C@@]2(C)[C@H]([C@H](OC(=O)c3ccccc3)[C@]3(O)C[C@H](OC(=O)[C@H](O)[C@@H](NC(=O)c4ccccc4)c4ccccc4)C(C)=C1C3(C)C)[C@]1(OC(C)=O)CO[C@@H]1C[C@@H]2O
44. CNCC(=O)Nc1c(C)n[nH]c1C
45. COc1ccc(CCn2nnnc2C(CC(C)C)N2CCC(C(N)=O)CC2)cc1OC (stereo not drawn)
46. COc1ccccc1CNC(=O)c1ccc(-c2ccccc2)cc1
47. Cc1cccc(CCNC(=O)CCNC(=O)Cn2ccc3ccccc3c2=O)c1
48. Cc1cccc(Cn2cccc2/C=C2/C(=N)N3C=CSC3=NC2=O)c1
49. N=c1ccn(CC(=O)NC(N)=O)c2ccccc12
50. COc1cccc(N2CC(O)=C(c3ccccc3)C2=N)c1
51. CSc1nncc(/C(C)=N/O)n1
52. O=C(Nc1ccc(S(=O)(=O)Nc2nccs2)cc1)c1ccc(S(=O)(=O)N2CCOCC2)cc1

compound no.	41	42	43	44	45	46	47	48	49	50	51	52
IMPase inh	1	.	10	3	-5	-18	0	8	3	3	.	.
12-hLO inh	3%	-4%	-4%	-1%	2%	-3%	-1%	-1%	2%	-10%	-1%	1%
PNC assembly inh	-8	.	.	-22	-26	35	-18	-27	-17	?	?	?
ALOX15B inhib	24%	4%	13%	.	-2%	.	.	.	0%	0%	.	.
